Screening data from PubChem BioAssay.
NCI-60 one-dose screen, 48 h, at 10 µM unless noted. Numbers give growth in % (100 = growth as untreated, 0 = no growth, -100 = all killed).
NCI-H23 – NCI-H23 lung cancer; AID 1794731; actives 4% (n = 80,000)
NCI/ADR-RES – NCI/ADR-RES ovarian cells; actives 4.4% (n = 81,000)
NCI-H322M – NCI-H322M lung cancer. actives 2.7% (n = 80,000)
NCI-H460 – NCI-H460 lung cancer. actives 6.8% (n = 82,000)
HCT-15 – HCT-15 colon cancer | actives 5.2% (n = 82,000)
HCT-116 – HCT-116 colon cancer; actives 7.3% (n = 82,000); AID 1794798
NCI-H226 – NCI-H226 lung cancer; actives 3.5% (n = 79,000); AID 1794732
NCI-H522 – NCI-H522 lung cancer | actives 8% (n = 78,000) | AID 1794739
COLO 205 – COLO 205 colon cancer; actives 7.3% (n = 79,000)
Numbers without * were called inactive; nt = no result given; & = joins results of further samples. How the source made its calls: active means growth percent below 10; inactive means the rest.

[1] CCOc1cc(C(=O)O)cc(OCC)c1OCC
[2] C[N+](C)(C)C(Cc1ccccc1)c1ccccc1 (stereo not given)
[3] CC(=O)O[C@H]1CC[C@@]2(C)[C@@H](CC[C@@H]3[C@@H]2CC[C@]2(C)C=C(C=O)C[C@@H]32)C1
[4] COC(=O)CCC(=O)NCCc1c[nH]c2ccccc12
[5] CCOC(=O)CC1CSC(Nc2ccc(OC)cc2OC)=N1 (stereo not given)
[6] OCCOc1cccc(OCCO)c1
[7] CC(C)CC(=O)OCc1ccccc1
[8] CCOc1c(C#N)c(Nc2ccc(S(N)(=O)=O)cc2)c(C#N)c2nc(=S)nc(Nc3ccccc3)n12

assay / compound	1	2	3	4	5	6	7	8
NCI-H23	98	95	74	103	105	99	108	99
NCI/ADR-RES	88	96	71	109	102	108	108	106
NCI-H322M	96	109	91	91	103	121	101	101
NCI-H460	102	102	103	110	108	99	112	108
HCT-15	114	101	28	96	100	108	101	94
HCT-116	95	88	-19*	100	90	112	101	104
NCI-H226	98	99	119	96	103	104	103	110
NCI-H522	103	98	93	89	95	86	78	99
COLO 205	113	112	95	nt	103	116	105	112

[9] CC1=NN(c2ccc(S(=O)(=O)O)cc2)/C(=N/NC(N)=S)C1
[10] COc1ccc(-c2cc(/C=C3\C(=O)Nc4cc(Cl)ccc43)[nH]n2)cc1OC
[11] C/C(=C/c1ccc(Cl)cc1)C(=O)O
[12] COc1ccc(/C=C(/C(=O)n2cnnn2)c2cc(OC)c(OC)c(OC)c2)cc1
[13] O=C(NNC(=S)Nc1ccccc1)c1ccccn1
[14] CC1(N=Cc2cc(Cl)ccc2O)COP(=O)(NC2CCCC2)OC1 (stereo not given)
[15] CC(C)(O)C1=CC2=CC[C@@H]3C(C)(C)C(=O)CC[C@@]3(C)[C@@H]2CC1
[16] CCN(CC)c1ccc(-c2nnc(CN3C=NC4C(N5CCOCC5)=NC=NC43)o2)cc1 (stereo not given)

assay / compound	9	10	11	12	13	14	15	16
NCI-H23	96	93	97	42	73	102	108	103
NCI/ADR-RES	92	63	100	12	25	104	102	105
NCI-H322M	107	90	113	51	23	115	100	103
NCI-H460	110	63	108	13	21	111	106	103
HCT-15	104	51	107	16	23	95	107	104
HCT-116	96	51	97	14	27	99	100	104
NCI-H226	91	81	93	41	43	90	106	nt
NCI-H522	97	46	99	21	69	98	88	93
COLO 205	118	79	116	-3.2*	22	104	114	118

[17] Clc1ccc(-c2nn(-c3ccccc3)cc2-c2nc3ccccc3s2)cc1
[18] Oc1ccc(N=Nc2ccc(N=Nc3ccccc3)cc2)cc1
[19] CC(=O)C1=C(O)C(CSCc2ccccc2)N(C)C1=O (stereo not given)
[20] COc1cc2cn3c4ccccc4oc(=O)c3c2cc1OC
[21] CC1(O)CCC(Nc2cc(-c3ccc(C(F)(F)F)cc3)c(C#N)c3nc4ccccc4n23)CC1 (stereo not given)
[22] COc1nc2c(c(=O)n1C)CN(c1ccccc1)C(=O)C(C)N2 (stereo not given)
[23] COc1cc2c(c3c1c(=O)c1cccc(F)c1n3C)C=CC(C)(C)O2
[24] O=C1C2CC3N1CCC31c3ccccc3-n3c1c2ccc3=O (stereo not given)

assay / compound	17	18	19	20	21	22	23	24
NCI-H23	88	60	102	94	82	96	99	97
NCI/ADR-RES	92	43	107	97	62	91	84	97
NCI-H322M	115	50	112	87	90	nt	80	nt
NCI-H460	98	nt	108	107	69	104	102	109
HCT-15	90	41	105	88	59	101	72	103
HCT-116	81	33	105	79	54	95	93	110
NCI-H226	97	57	96	104	71	96	110	107
NCI-H522	102	-15*	107	nt	63	85	nt	99
COLO 205	109	85	115	106	61	115	102	102

[25] C[C@@H](NC(=O)Nc1ccc2cc3ccc(NC(=O)N[C@H](C)c4ccccc4)cc3nc2c1)c1ccccc1
[26] COC(=O)[C@]1(C)N[C@H](c2cn(-c3ccccc3)nc2-c2ccccc2)[C@@H]2C(=O)N(c3ccc(C)cc3)C(=O)[C@@H]21
[27] O=C(Nc1ccc(C2=NCCCN2)cc1)Nc1ccc(C2=NCCCN2)cc1
[28] COc1nc2c(c(=O)[nH]1)C1(C(=O)N(Cc3ccccc3)c3ccccc31)c1c(nc(OC)[nH]c1=O)N2
[29] C=C(C)[C@@H]1C[C@H](O)Cc2ccc(Cl)c(C)c2N1
[30] NNC(=O)c1cccs1
[31] N#CCCCCCn1c2ccccc2c2c3c(c4c5ccccc5n(CCCCCC#N)c4c21)C(=O)N(O)C3=O
[32] CCN(CC)CCNC(=O)c1cccc(N2C(=O)/C(=C/c3cccc(F)c3)SC2=S)c1

assay / compound	25	26	27	28	29	30	31	32
NCI-H23	88	94	67	97	106	99	72	97
NCI/ADR-RES	104	98	94	100	103	106	86	103
NCI-H322M	102	98	94	99	91	96	81	107
NCI-H460	104	103	89	106	110	112	88	101
HCT-15	102	93	106	103	93	109	97	99
HCT-116	99	81	67	95	103	98	71	101
NCI-H226	103	115	75	95	96	109	79	102
NCI-H522	85	73	80	89	91	115	54	95
COLO 205	103	127	128	105	100	121	85	107

[33] O=C(/C=C/C12c3ccccc3C(c3ccccc31)C1C(=O)NC(=O)C12)c1ccccn1 (stereo not given)
[34] Cc1ccc(N2CCN(C(=S)c3ccccc3)CC2)cc1
[35] CN(C)CCCN1c2ccccc2Sc2ccc(C(F)(F)F)cc21
[36] COc1cccc(-c2nn(-c3ccccc3)cc2-c2ccnc(N3CCN(C(=O)Nc4ccc(Cl)c(Cl)c4)CC3)c2)c1
[37] CC(C)Cn1cnc2c(SC(C)C)nc(N)nc21
[38] Nc1nc2ccc(OC(F)(F)F)cc2s1
[39] COc1cc(OC)c(S(N)(=O)=O)cc1C(=O)/C=C/c1ccc(C)cc1
[40] NCC1CCC(C(=O)O)CC1 (stereo not given)

assay / compound	33	34	35	36	37	38	39	40
NCI-H23	-8.7*	102	47	77	94	95	8.6*	107&104
NCI/ADR-RES	11	106	10	70	99	97	37	105&116
NCI-H322M	-4.3*	108	37	92	90	nt	35	102&91
NCI-H460	-18*	96	14	94	103	101	-3.5*	115&120
HCT-15	-1.5*	97	17	65	95	98	7.0*	108&99
HCT-116	-65*	96	2.0*	79	109	107	11	111&103
NCI-H226	48	94	55	72	111	96	-2.5*	93&108
NCI-H522	7.4*	87	-15*	55	92	nt	11	95&100
COLO 205	-51*	112	-78*	106	114	111	17	95&106

Given with tabs: part of the list above
cpd	compound	NCI-H23	NCI/ADR-RES	NCI-H322M	NCI-H460	HCT-15	HCT-116	NCI-H226	NCI-H522	COLO 205
40	NCC1CCC(C(=O)O)CC1 (stereo not given)	107&104	105&116	102&91	115&120	108&99	111&103	93&108	95&100	95&106
37	CC(C)Cn1cnc2c(SC(C)C)nc(N)nc21	94	99	90	103	95	109	111	92	114
36	COc1cccc(-c2nn(-c3ccccc3)cc2-c2ccnc(N3CCN(C(=O)Nc4ccc(Cl)c(Cl)c4)CC3)c2)c1	77	70	92	94	65	79	72	55	106

Later entries:
[41] Clc1cc(Cl)c(C[N+]23CN4CN(CN(C4)C2)C3)cc1Cl
[42] COC(=O)c1cc(=O)nc(N/N=C/c2ccccc2)s1
[43] COc1ccc(NC(=O)c2sc3nc(C)c(C(=O)CCc4cccc(OC)c4)cc3c2N)cc1
[44] O=C1NCc2ccccc21
[45] O=c1[nH]c(=S)c2[nH]c(=S)n(-c3ccccc3)c2[nH]1
[46] Cc1cc2nc(-c3c(-c4ccc(F)cc4)nc4sccn34)[nH]c2cc1C
[47] O=C(Nc1ccccn1)c1ccccc1
[48] Cc1ccccc1C1OC2=C(Nc3ccccc3N2)C1=O (stereo not given)

assay / compound	41	42	43	44	45	46	47	48
NCI-H23	103	105	81	99	100	94	102	96
NCI/ADR-RES	99	105	61	106	109	92	112	98
NCI-H322M	99	114	40	104	138	100	100	93
NCI-H460	113	106	1.3*	108	114	106	110	107
HCT-15	96	nt	47	106	105	93	104	101
HCT-116	75	100	46	109	113	103	106	102
NCI-H226	107	104	90	99	110	98	106	95
NCI-H522	88	113	79	101	nt	85	91	90
COLO 205	150	123	44	105	103	105	105	118

[49] O=C(c1ccc(-c2ccccc2)cc1)c1ccc([N+](=O)[O-])cc1
[50] CC(C)(O)CCl
[51] Cc1cc(C)c(/C=C2\C(=O)Nc3ccc(NC(=O)CCCCCCC(=O)NO)cc32)[nH]1
[52] O=c1[nH]c2ccccc2cc1CSc1ccc(Nc2nccc(-c3ccc4ccccc4c3)n2)cc1
[53] C=C(CN=[N+]=[N-])[C@@H]1CC[C@]2(COC(C)=O)CC[C@]3(C)[C@H](CC[C@@H]4[C@@]5(C)CCCNC(C)(C)[C@@H]5CC[C@]43C)[C@@H]12
[54] CN1C=CC(C(C(N)=O)c2ccccc2)c2ccccc21 (stereo not given)
[55] O=C(O)c1cc2c([nH]c3ccc(Cl)cc32)c(=O)s1
[56] CC(=O)OCC(COC(C)=O)C(C)=O

assay / compound	49	50	51	52	53	54	55	56
NCI-H23	103	109	52	18	79	100	105	107
NCI/ADR-RES	114	108	92	24	88	103	107	107
NCI-H322M	115	nt	31	70	86	103	107	96
NCI-H460	109	102	77	24	57	101	106	109
HCT-15	103	102	86	31	71	110	105	98
HCT-116	93	110	-77*	26	32	104	103	107
NCI-H226	99	97	66	19	74	105	107	99
NCI-H522	89	nt	-11*	72	66	94	91	94
COLO 205	111	126	3.6*	25	nt	107	nt	110

[57] Cn1cc(-c2csc(-c3cn(CCN)c4ccc(Br)cc34)n2)c2cccnc21
[58] CC(=O)O[C@H]1CC[C@@]2(C)[C@@H](CC[C@@H]3[C@@H]2CC(=O)[C@]2(C)[C@@H]4C(=O)C=C5CCCCC5[C@@H]4C[C@@H]32)C1 (stereo not given in full)
[59] Fc1ccccc1Cn1cc(CSc2nc3ccccc3o2)nn1
[60] COc1ccc(-c2cc(-c3cc(OC)ccc3OC)nc(SCC(=O)c3ccccc3)c2C#N)cc1
[61] O=C(CC(c1ccccc1)C(C(=O)O)C(=O)O)c1ccccc1 (stereo not given)
[62] Nc1c(C(=O)N/N=C/c2ccc(F)c(Oc3ccccc3)c2)cnn1CC(O)c1ccccc1 (stereo not given)
[63] Cc1c(N)c(S(N)(=O)=O)cc(S(N)(=O)=O)c1Cl
[64] O=C(NN1C(=O)c2ccccc2C1=O)c1ccc(Nc2ncnc3c2cnn3-c2cccc(Br)c2)cc1

assay / compound	57	58	59	60	61	62	63	64
NCI-H23	78	100	107	93	104	75	104	99
NCI/ADR-RES	86	76	108	93	104	69	108	98
NCI-H322M	75	98	112	103	95	77	113	100
NCI-H460	16	100	107	102	109	73	113	109
HCT-15	37	77	101	109	102	72	103	110
HCT-116	59	84	97	89	94	73	109	105
NCI-H226	85	91	103	84	99	82	102	91
NCI-H522	91	55	84	79	88	67	103	98
COLO 205	-5.1*	83	111	98	97	71	111	112

[65] COc1cc(-c2nc3ccccc3[nH]2)ccc1OCC(=O)N=Nc1c(O)[nH]c2ccc(Cl)cc12
[66] O=[N+]([O-])c1cccc(CO)c1
[67] N#C/C(=C\c1cccc(C#N)c1)C(=O)c1ccccc1
[68] NC(=S)NCc1ccccc1
[69] O=C1NCCN1/N=C/c1c(Cl)nc2sccn12
[70] CC(=O)[C@H]1CC[C@H]2[C@@H]3CCC4=CC(=O)C=C[C@]4(C)[C@H]3CC[C@]12C
[71] CC(C)Sc1nc(NNC(N)=S)c(C#N)c(-c2ccc(F)cc2)n1
[72] Cn1c2c(c3ccc(Cl)c(Cl)c31)C(C#N)C1(CCCC1)NC2=O (stereo not given)

assay / compound	65	66	67	68	69	70	71	72
NCI-H23	-42*	97	103	105	107	90	102	96
NCI/ADR-RES	90	103	107	106	109	98	99	99
NCI-H322M	-7.9*	109	106	103	120	97	99	99
NCI-H460	-76*	106	102	105	110	96	102	90
HCT-15	77	101	105	107	101	106	96	97
HCT-116	-84*	108	104	98	96	86	95	77
NCI-H226	103	111	100	90	97	88	95	84
NCI-H522	-43*	nt	94	95	102	81	85	92
COLO 205	-49*	119	114	109	100	119	106	85

[73] O=C(O)c1cc(-c2cc(C(=O)O)c3ccccc3n2)ccc1O
[74] COC(=O)C1(O)NC(=C(C#N)C#N)C(C#N)=C1C(=O)c1cccs1 (stereo not given)
[75] Cc1c(C(=O)N2CCN(c3ccccc3)CC2)nn(-c2ccc(Cl)cc2)c1-c1ccc(Cl)cc1
[76] CCN1CCN(C2C(=O)NC(c3cccc([N+](=O)[O-])c3)c3sc4c(F)cccc4c32)CC1 (stereo not given)
[77] Cc1cc(Cl)cc(NS(=O)(=O)c2ccc(-c3cnc(C4CC4)o3)cc2)c1
[78] CC1=C2[C@@H](CC1)[C@]1(C)O[C@@](C(C)C)(C[C@H]1OC(=O)[C@H](C)N)[C@H]2OC(=O)/C=C/c1ccccc1
[79] CC(C)C1=C[C@@]23CC[C@@H]4[C@](C)(CCC[C@@]4(C)C(=O)OCc4cn(Cc5ccccc5)nn4)[C@H]2C[C@@H]1[C@H]1C(=O)OC(=O)[C@H]13
[80] CC1(C)CC[C@]23CC[C@]4(C)[C@H](CC[C@@H]5[C@@]6(C)CC(CCC#N)(CCC#N)C(=O)C(C)(C)[C@@H]6CC[C@]54C)[C@H]2[C@H]1OC3=O
[81] CCOC(=O)c1noc2c1CCc1cn(Cc3ccc(OC)c(OC)c3)cc1-2
[82] COc1ccc(C(=O)/C(=N/O)S(=O)(=O)c2ccccc2)cc1

assay / compound	73	74	75	76	77	78	79	80	81	82
NCI-H23	102	88	80	102	36	100	98	96	92	101
NCI/ADR-RES	103	99	83	102	10	105	95	97	100	103
NCI-H322M	151	nt	81	100	47	90	101	nt	96	105
NCI-H460	104	100	91	99	16	105	104	99	115	106
HCT-15	109	99	71	107	22	106	88	94	105	100
HCT-116	105	95	49	93	18	97	79	93	101	99
NCI-H226	101	102	89	90	60	110	103	104	108	100
NCI-H522	108	95	69	90	18	87	75	99	66	95
COLO 205	101	111	82	114	2.8*	113	105	108	122	108
